DAX1 inh-1: DAX1 (NR0B1) inhibition, primary screen. HEK293T StAR-luciferase reporter, SF-1/DAX-1 repression relief. inhibition, % at 6.8 µM. AID 652010. actives 1.1% (n = 370,000);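 active means inhibition above the mean over all tested compounds plus 3 SD, cut at about 3.6% in these data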;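 further: 0% = DAX-1 cells with DMSO and 100% = cells lacking DAX-1 with DMSO; higher inhibition means more luminescence from relief of DAX-1 repression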
PG9 Ab binder: PG9 antibody binding by small molecule; TR-FRET gp120-PG9 antibody binding; inhibition, % at 6.7 µM; actives 0.43% (n = 360,000); AID 624416; in the data active means inhibition above about 8.5%
hgDAF12 agonist: agonists of H. glycines DAF-12 nuclear receptor; HEK293 GAL4-hgDAF12 UAS-luciferase reporter, agonist luminescence; normalized to butyrate control; activation, % at 6.8 µM; actives 1.8% (n = 370,000); AID 687014;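 active means activation above a cutoff set at the mean of all screened compounds plus 3 SD, cut at about 10% in these data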;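 further: 0% = DMSO wells and 100% = sodium butyrate wells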
DAX1 inh-2: inhibitors of human orphan nuclear receptor DAX1 (NR0B1). actives 0.99% (n = 340,000). HEK293 Gal4-DAX1 luciferase reporter, luminescence. P51843. inhibition, % at 6.75 µM. AID 504766;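 active means inhibition above the mean over all tested compounds plus 3 SD, cut at about 4.2% in these data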;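 further: 0% = DAX1-transfected cells with DMSO and 100% = empty-vector control cells with DMSO; inhibition shows as a rise in luminescence from relieved DAX1 repression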
Target sequence (P51843 207-470 limits assumed): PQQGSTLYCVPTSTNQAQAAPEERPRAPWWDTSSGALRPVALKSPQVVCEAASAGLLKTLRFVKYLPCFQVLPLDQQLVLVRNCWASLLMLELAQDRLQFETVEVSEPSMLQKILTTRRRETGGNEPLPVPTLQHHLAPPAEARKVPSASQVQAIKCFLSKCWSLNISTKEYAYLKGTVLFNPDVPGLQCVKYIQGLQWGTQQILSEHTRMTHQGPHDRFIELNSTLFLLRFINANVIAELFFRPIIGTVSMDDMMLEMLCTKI
hcDAF-12 act: activates DAF-12 receptor from parasite H. contortus; HEK293 hcDAF-12 lit1-tk-luc reporter, luminescence; 0% DMSO, 100% Δ7-dafachronic acid; activation, % at 6.8 µM; actives 1.4% (n = 370,000);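 active means activation above the mean of all tested compounds plus 3 SD, cut at about 5.5% in these data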;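 further: 100% = response to 3 µM Δ7-dafachronic acid high control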
NPR1 activator: GC-A (human) enzyme activation; HEK293 GC-A cells, cGMP TR-FRET, EC30 ANP; 0% at EC30 ANP, 100% saturating ANP; activation, % at 10 µM; P16066; AID 1671463; actives 0.14% (n = 370,000); in the data active means activation above about 40%
ADAM10 inh: inhibitors of human ADAM10; AID 720582; inhibition, % at 7 µM; actives 0.62% (n = 370,000); O14672; recombinant ADAM10, EDANS/DABCYL FRET peptide cleavage, 3 h;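 active means inhibition above a per-campaign cutoff equal to the mean of compounds falling between control-based bounds plus 3 SD, cut at about 20% in these data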;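 further: 0% = DMSO wells while the 100% control is not disclosed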
ADAM17 inh: inhibitors of human ADAM17; P78536; recombinant ADAM17, EDANS/DABCYL FRET peptide cleavage; inhibition, % at 6.95 µM; actives 0.83% (n = 370,000); AID 720648;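 active means inhibition above the mean of compounds lying between control limits plus 3 SD, set per campaign, cut at about 8.5% in these data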;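 further: 0% = DMSO-only wells as the low control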
Target sequence (P78536 215-824 limits assumed): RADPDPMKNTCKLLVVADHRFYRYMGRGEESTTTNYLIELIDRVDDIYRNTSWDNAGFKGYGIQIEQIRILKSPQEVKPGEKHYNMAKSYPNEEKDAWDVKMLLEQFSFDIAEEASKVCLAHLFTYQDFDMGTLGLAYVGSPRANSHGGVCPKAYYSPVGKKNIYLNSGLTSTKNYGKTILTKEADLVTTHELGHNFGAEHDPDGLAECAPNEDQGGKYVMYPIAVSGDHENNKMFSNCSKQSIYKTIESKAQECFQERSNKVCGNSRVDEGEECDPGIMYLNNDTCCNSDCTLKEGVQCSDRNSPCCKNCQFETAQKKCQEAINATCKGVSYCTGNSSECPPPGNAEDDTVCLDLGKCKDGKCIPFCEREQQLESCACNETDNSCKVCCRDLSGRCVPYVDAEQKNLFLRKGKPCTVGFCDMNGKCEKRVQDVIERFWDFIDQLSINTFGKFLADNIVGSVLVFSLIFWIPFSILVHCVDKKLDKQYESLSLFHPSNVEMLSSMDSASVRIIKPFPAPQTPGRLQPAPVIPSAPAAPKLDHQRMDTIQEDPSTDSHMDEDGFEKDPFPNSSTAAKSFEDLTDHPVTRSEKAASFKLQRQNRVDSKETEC
ssDAF-12 act: activators of S. stercoralis DAF-12 nuclear receptor; HEK293 ssDAF-12/GRIP1 lit1-tk-luc reporter, luminescence; % of 3 µM dafachronic acid response; actives 1% (n = 370,000); AID 652126; activation, % at 6.8 µM;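 active means activation above the mean over all tested compounds plus 3 SD, cut at about 0.9% in these data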;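 further: 0% = DMSO-only wells and 100% = 3 µM delta7-dafachronic acid wells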
SMARCA2 act: SMARCA2 function activation, primary screen | MG213 cells, MMTV-luciferase reporter, dexamethasone, overnight | activation, % at 9.1 µM | actives 1% (n = 370,000) | AID 652017; in the data active means activation above about 7.8%;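 further: 0% = vehicle wells and 100% = reference activator wells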
FXN GAA850 act: activators of GAA850 frataxin (FXN) promoter | actives 0.56% (n = 360,000) | activation, % at 6 µM | AID 540364 | HEK293 lucGAA850 FXN promoter luciferase reporter, 24 h; percent of 10 µM SAHA response;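 active means activation above the average of all compounds screened plus 3 SD, cutoff fixed separately per campaign, cut at about 7.5% in these data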;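 further: 0% = DMSO wells and 100% = 10 µM SAHA wells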
* = called active by the depositor.

Preview (two entries):
COC(=O)CNC(=O)CN1C(=O)NC2(CCCc3ccccc32)C1=O (stereo not drawn) was read as DAX1 inh-1 0.0, PG9 Ab binder -0.8, hgDAF12 agonist 1.9, DAX1 inh-2 -0.9, hcDAF-12 act -1.3, NPR1 activator 0, ADAM10 inh -4, ADAM17 inh -1, ssDAF-12 act -1.2, SMARCA2 act 0 and FXN GAA850 act 2.4.
Screening COc1ccc(-c2cn(Cc3ccc(C(N)=O)cc3)c(-c3ccc(Cl)nc3)n2)cc1 returned DAX1 inh-1 1.0, PG9 Ab binder -1.1, hgDAF12 agonist 5.2, DAX1 inh-2 0.6, hcDAF-12 act -0.3, NPR1 activator 19, ADAM10 inh -32, ADAM17 inh -10, ssDAF-12 act -0.7, SMARCA2 act 2 and FXN GAA850 act 2.4.

Results, repeating the preview:
COC(=O)CNC(=O)CN1C(=O)NC2(CCCc3ccccc32)C1=O (stereo not drawn) was read as DAX1 inh-1 0.0, PG9 Ab binder -0.8, hgDAF12 agonist 1.9, DAX1 inh-2 -0.9, hcDAF-12 act -1.3, NPR1 activator 0, ADAM10 inh -4, ADAM17 inh -1, ssDAF-12 act -1.2, SMARCA2 act 0 and FXN GAA850 act 2.4.
Screening COc1ccc(-c2cn(Cc3ccc(C(N)=O)cc3)c(-c3ccc(Cl)nc3)n2)cc1 returned DAX1 inh-1 1.0, PG9 Ab binder -1.1, hgDAF12 agonist 5.2, DAX1 inh-2 0.6, hcDAF-12 act -0.3, NPR1 activator 19, ADAM10 inh -32, ADAM17 inh -10, ssDAF-12 act -0.7, SMARCA2 act 2 and FXN GAA850 act 2.4.
Screening Cc1ccc(C(=O)Nc2ccccc2C(=O)NC(C(=O)O)C(C)C)cc1 (stereo not drawn) returned DAX1 inh-1 0.2, PG9 Ab binder 2.1, hgDAF12 agonist 1.9, DAX1 inh-2 1.3, hcDAF-12 act 1.6, NPR1 activator 2, ADAM10 inh -6, ADAM17 inh -3, ssDAF-12 act -1.2, SMARCA2 act 3 and FXN GAA850 act -1.1.
For COc1cccc(-c2ccc(NC(=O)C3CCCN(Cc4cnn(C)c4C)C3)cc2)c1 (stereo not drawn) the results were DAX1 inh-1 -0.1, PG9 Ab binder 0.3, hgDAF12 agonist 1.5, DAX1 inh-2 0.1, hcDAF-12 act -1.8, NPR1 activator -4, ADAM10 inh -6, ADAM17 inh 0, ssDAF-12 act -0.9, SMARCA2 act -2 and FXN GAA850 act -1.6.
For CCCCN(C)C(=O)CCC(=O)Nc1ccc2nc(N3CCN(C)CC3)cc(C)c2c1 the results were DAX1 inh-1 0.4, PG9 Ab binder 2.2, hgDAF12 agonist 2.8, DAX1 inh-2 0.0, hcDAF-12 act -0.3, NPR1 activator 3, ADAM10 inh -252, ADAM17 inh -94, ssDAF-12 act -1.5, SMARCA2 act -1 and FXN GAA850 act 2.3.
Screening COc1ccc(N(CC(=O)NCc2ccccc2)S(=O)(=O)c2c(C)n[nH]c2C)cc1 returned DAX1 inh-1 -0.3, PG9 Ab binder -0.5, hgDAF12 agonist 0.8, DAX1 inh-2 -0.1, hcDAF-12 act -0.4, NPR1 activator -1, ADAM10 inh -5, ADAM17 inh -2, ssDAF-12 act -0.8, SMARCA2 act -1 and FXN GAA850 act 0.9.
CN[C@H](C(=O)NC[C@H]1O[C@@H](n2cnc3c(N)ncnc32)[C@H](O)[C@@H]1O)[C@@H](C)OCc1ccccc1 was read as DAX1 inh-1 0.4, PG9 Ab binder 2.4, hgDAF12 agonist 0.7, DAX1 inh-2 -0.5, hcDAF-12 act -0.8, NPR1 activator 3, ADAM10 inh -4, ADAM17 inh -1, ssDAF-12 act -1.2, SMARCA2 act -3 and FXN GAA850 act 2.1.
CCn1c(/C=C/N(C(C)=O)c2ccccc2)[n+](CCCS(=O)(=O)[O-])c2cc(Cl)c(Cl)cc21 was read as DAX1 inh-1 -0.1, PG9 Ab binder -3.0, hgDAF12 agonist 1.4, DAX1 inh-2 -0.2, hcDAF-12 act 0.8, NPR1 activator 4, ADAM10 inh -6, ADAM17 inh -1, ssDAF-12 act -1.4, SMARCA2 act 5 and FXN GAA850 act -1.3.
For O=C1Nc2ccc(Br)cc2C1(O)Cc1ccccn1 (stereo not drawn) the results were DAX1 inh-1 1.1, PG9 Ab binder -0.5, hgDAF12 agonist 0.6, DAX1 inh-2 -0.1, hcDAF-12 act 1.7, NPR1 activator 2, ADAM10 inh -6, ADAM17 inh -1, ssDAF-12 act -0.9, SMARCA2 act -2 and FXN GAA850 act -2.0.
`COc1ccccc1OCCCCNCCO` gave DAX1 inh-1 0.3, PG9 Ab binder 0.0, hgDAF12 agonist -0.3, DAX1 inh-2 -0.6, hcDAF-12 act 1.3, NPR1 activator -3, ADAM10 inh 6, ADAM17 inh 3, ssDAF-12 act -2.0, SMARCA2 act -1 and FXN GAA850 act 1.1.
For CCN(CC)C(=O)Cn1c(=O)n(CCCC(=O)NCc2ccc3c(c2)OCO3)c(=O)c2sccc21 the results were DAX1 inh-1 -0.4, PG9 Ab binder 2.9, hgDAF12 agonist 1.1, DAX1 inh-2 1.2, hcDAF-12 act 0.2, NPR1 activator -4, ADAM10 inh 0, ADAM17 inh -3, ssDAF-12 act -0.8, SMARCA2 act -3 and FXN GAA850 act -1.2.
For COc1ccc(/C=N/Nc2nn3cnnc3c3ccccc23)cc1 the results were DAX1 inh-1 -0.5, PG9 Ab binder 1.3, hgDAF12 agonist -1.6, DAX1 inh-2 -2.8, hcDAF-12 act -0.8, NPR1 activator -3, ADAM10 inh 2, ADAM17 inh -5, ssDAF-12 act -1.1, SMARCA2 act 2 and FXN GAA850 act 0.5.
Screening O=C(NCC1([N+](=O)[O-])CN(C(=O)c2ccccc2)CN(C(=O)c2ccccc2)C1)c1ccccc1 returned DAX1 inh-1 -0.7, PG9 Ab binder 0.5, hgDAF12 agonist -2.1, DAX1 inh-2 -0.4, hcDAF-12 act -0.6, NPR1 activator 4, ADAM10 inh 1, ADAM17 inh -2, ssDAF-12 act -1.4, SMARCA2 act -1 and FXN GAA850 act 4.5.
Screening O=C(NCc1ccc2c(c1)OCO2)c1ccc(N2CCCCCC2)c([N+](=O)[O-])c1 returned DAX1 inh-1 -0.4, PG9 Ab binder 1.1, hgDAF12 agonist 1.3, DAX1 inh-2 -1.8, hcDAF-12 act -2.6, NPR1 activator -1, ADAM10 inh 10, ADAM17 inh 5, ssDAF-12 act -1.7, SMARCA2 act -2 and FXN GAA850 act 2.9.
For N#Cc1c(-c2ccc(F)cc2)nc(-c2ccccc2)[nH]c1=O the results were DAX1 inh-1 0.0, PG9 Ab binder -0.6, hgDAF12 agonist -1.8, DAX1 inh-2 -0.4, hcDAF-12 act -1.1, NPR1 activator 1, ADAM10 inh 0, ADAM17 inh -3, ssDAF-12 act -0.8, SMARCA2 act 1 and FXN GAA850 act 2.2.
For O=C(Nc1ccc2c(c1)OCCO2)c1ccco1 the results were DAX1 inh-1 2.8, PG9 Ab binder -2.7, hgDAF12 agonist 3.6, DAX1 inh-2 1.9, hcDAF-12 act 1.1, NPR1 activator 1, ADAM10 inh -2, ADAM17 inh 3, ssDAF-12 act -0.2, SMARCA2 act 5 and FXN GAA850 act 1.5.
`COc1cc(C2OCC3C(c4cc(OC)c(OC)c(OC)c4)OCC23)cc(OC)c1OC` (stereo not drawn) gave DAX1 inh-1 -0.9, PG9 Ab binder -1.5, hgDAF12 agonist 0.8, DAX1 inh-2 1.4, hcDAF-12 act -1.6, NPR1 activator -4, ADAM10 inh -8, ADAM17 inh 3, ssDAF-12 act -1.5, SMARCA2 act 1 and FXN GAA850 act 1.0.
Screening O=c1cc(N2CCOCC2)[nH]c(=O)n1-c1ccc(Br)cc1 returned DAX1 inh-1 0.2, PG9 Ab binder -0.3, hgDAF12 agonist -0.8, DAX1 inh-2 0.0, hcDAF-12 act -1.7, NPR1 activator 3, ADAM10 inh -14, ADAM17 inh -2, ssDAF-12 act -1.1, SMARCA2 act -2 and FXN GAA850 act -1.8.
For CN1CCN(S(=O)(=O)c2cccc(C#N)c2)C(c2ccccc2)C1 (stereo not drawn) the results were DAX1 inh-1 1.0, PG9 Ab binder -0.3, hgDAF12 agonist 1.1, DAX1 inh-2 -1.0, hcDAF-12 act -1.1, NPR1 activator 1, ADAM10 inh -9, ADAM17 inh -4, ssDAF-12 act -1.1, SMARCA2 act -1 and FXN GAA850 act -1.7.
`O=C1Nc2ccccc2C12Nc1ccccc1-c1nc3ccccc3n12` (stereo not drawn) gave DAX1 inh-1 -0.7, PG9 Ab binder 1.5, hgDAF12 agonist -0.2, DAX1 inh-2 0.8, hcDAF-12 act -1.5, NPR1 activator -20, ADAM10 inh -24, ADAM17 inh -10, ssDAF-12 act -1.1, SMARCA2 act 0 and FXN GAA850 act -2.6.
CCc1cccc(OCC(=O)Nc2ccc(S(=O)(=O)N3CCCC3)cc2)c1 was read as DAX1 inh-1 -1.8, PG9 Ab binder -3.0, hgDAF12 agonist 1.9, DAX1 inh-2 -0.5, hcDAF-12 act -2.7, NPR1 activator -5, ADAM10 inh 2, ADAM17 inh 0, ssDAF-12 act -1.5, SMARCA2 act -1 and FXN GAA850 act -0.1.
For O=C(O)CCC(=O)N1CCC(C(=O)c2cccc(Cl)c2)CC1 the results were DAX1 inh-1 0.1, PG9 Ab binder -2.0, hgDAF12 agonist -1.5, DAX1 inh-2 0.3, hcDAF-12 act -0.3, NPR1 activator 4, ADAM10 inh 3, ADAM17 inh -1, ssDAF-12 act -2.2, SMARCA2 act 1 and FXN GAA850 act 2.3.
Screening O=C(Cc1nn[nH]n1)Nc1ccc(F)cc1F returned DAX1 inh-1 -0.6, PG9 Ab binder -0.8, hgDAF12 agonist -1.5, hcDAF-12 act 0.9, NPR1 activator 3, ADAM10 inh 2, ADAM17 inh -2, ssDAF-12 act -1.7, SMARCA2 act 1 and FXN GAA850 act 2.3.
For CCSC1(SCC)N=C(N)C2(C#N)C(c3ccccc3)NC(C)=C(C)C12C#N (stereo not drawn) the results were DAX1 inh-1 -0.3, PG9 Ab binder 1.5, hgDAF12 agonist 0.2, DAX1 inh-2 -0.1, hcDAF-12 act 0.2, NPR1 activator -4, ADAM10 inh -68, ADAM17 inh -24, ssDAF-12 act -1.2, SMARCA2 act 0 and FXN GAA850 act -0.8.
`CC1CCC(N(C)C(=O)CN2C(=O)NC(c3ccccc3)(c3ccccc3)C2=O)CC1` (stereo not drawn) gave DAX1 inh-1 -0.6, PG9 Ab binder -1.4, hgDAF12 agonist -2.3, DAX1 inh-2 -0.4, hcDAF-12 act 0.1, NPR1 activator 0, ADAM10 inh 0, ADAM17 inh -1, ssDAF-12 act -1.3, SMARCA2 act -3 and FXN GAA850 act 0.3.
`COC(=O)c1sc(NC(=O)CSc2nnnn2-c2ccc(C)cc2C)nc1C` gave DAX1 inh-1 0.3, PG9 Ab binder 0.1, hgDAF12 agonist -1.9, DAX1 inh-2 1.7, hcDAF-12 act -2.2, NPR1 activator -2, ADAM10 inh 4, ADAM17 inh -3, ssDAF-12 act -0.8, SMARCA2 act -2 and FXN GAA850 act -0.9.
Screening CC(C1CC1)N(Cc1ccccc1)C(=O)NC(=O)c1ccc(F)cc1 (stereo not drawn) returned DAX1 inh-1 2.6, PG9 Ab binder 0.7, hgDAF12 agonist 12*, DAX1 inh-2 1.1, hcDAF-12 act 0.3, NPR1 activator -3, ADAM10 inh 0, ADAM17 inh -2, ssDAF-12 act -1.4, SMARCA2 act 0 and FXN GAA850 act 0.7.
